Screening results from PubChem.
APJ antagonist – blocks the human apelin receptor APJ. 330,000 compounds, 0.32% hits. inhibition, % at 20 µM. CHO-K1 APJ beta-arrestin complementation, luminescence;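 active = inhibition above about 40% at 20 µM, limit read from the data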;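 also: cells challenged with 10 nM apelin-13 agonist together with compound; plate controls were apelin-13 plus DMSO wells for no effect and DMSO wells lacking apelin-13 for full effect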
Target sequence (P35414 whole entry, looked up): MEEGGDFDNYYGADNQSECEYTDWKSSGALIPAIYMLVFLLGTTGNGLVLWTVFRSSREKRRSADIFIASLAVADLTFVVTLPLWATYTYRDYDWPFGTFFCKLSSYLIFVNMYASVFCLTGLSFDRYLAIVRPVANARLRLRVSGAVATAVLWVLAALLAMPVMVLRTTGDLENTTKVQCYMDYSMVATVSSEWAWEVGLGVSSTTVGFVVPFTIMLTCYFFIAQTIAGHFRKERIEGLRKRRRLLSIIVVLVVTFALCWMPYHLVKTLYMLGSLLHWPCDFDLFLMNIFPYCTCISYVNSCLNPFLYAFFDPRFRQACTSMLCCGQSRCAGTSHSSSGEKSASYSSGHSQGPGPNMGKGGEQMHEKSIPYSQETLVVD
697 NFkB inh – inhibitors of the PMA/ionomycin-induced NF-kB reporter in 697 B cells. 697 B-cell NF-kB luciferase reporter, 16 h. inhibition, % at 4 µM. 330,000 compounds, 0.33% hits; in the data active = inhibition above about 35%
tim23-1 inh – tim23-1 yeast growth inhibition | 330,000 compounds, 1.3% hits | AID 463212 | inhibition, % at 20 µM | S. cerevisiae tim23-1 growth, BacTiter-Glo luminescence, 24 h;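 active = growth inhibition of the mutant yeast at or above 50%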;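 also: temperature-sensitive mutant grown at 25 °C; plate controls were DMSO-treated mutant yeast for no effect and medium wells lacking yeast for full effect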
Jurkat NFkB inh – inhibitors of the PMA/ionomycin-induced NF-kB reporter in Jurkat cells; PMA/ionomycin-induced NF-kB luciferase reporter, luminescence; inhibition, % at 4 µM; 330,000 compounds, 0.53% hits; in the data active = inhibition above about 50%
Mdm2 MdmX PPI – human Mdm2/MdmX binding inhibition | O15151+Q00987 | SaOS-2 split-luciferase Mdm2/MdmX complementation, luminescence | inhibition, % at 8 µM | 330,000 compounds, 3% hits;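 active = inhibition of at least 50% at 8 µM in the primary screen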
APJ ag – activates the human apelin receptor APJ; CHO-K1 APJ PathHunter beta-arrestin, luminescence; 0% DMSO wells, 100% apelin; activation, % at 20 µM; 330,000 compounds, 0.11% hits; AID 2520;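 active = activation more than six SD over the plate average, tested at 20 µM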;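 also: 0% = DMSO alone and 100% = apelin-13 at 10 nM; some results filed as inactive read as strong as hits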
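Test system: CHO-K1 APJ beta-arrestin complementation cell line. Amount: cell density 1000 per well. Controls: DMSO negative, 10 nM Apelin-13 positive. Signal: luminescent beta-gal fragment complementation, chemiluminescent substrate. Read-out basis: agonist-driven arrestin binding to APJ. Timing: compound stimulation 90 min at 25 °C, detection 60 min.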
CHOP UPR activ – activators of apoptotic arm of unfolded protein response (CHOP). AID 449763. CHO-CHOP luciferase reporter, UPR activation, luminescence; percent of tunicamycin response over DMSO baseline. 330,000 compounds, 0.34% hits. activation, % at 10 µM;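 active = at 10 µM dose, activation of 40% or more, normalized to positive control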;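 also: 100% = tunicamycin at 10 µg/mL and 0% = DMSO alone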
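assay system = CHO CHOP reporter cells | amount = 500 CHO-CHOP cells per well | buffer or medium = F12 with 10% FBS | incubation = 16-18 h cell attachment, then 6 h compound exposure, 37 °C | detection = luminescence read with Steady-Glo | read-out = percent activation relative to tunicamycin control | controls = tunicamycin high control, DMSO low control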
UPR XBP1 act – adaptive UPR (XBP1) activation. CHO-XBP1 luciferase reporter, IRE1-XBP1 UPR activation, luminescence; percent of tunicamycin response, DMSO as zero. activation, % at 20 µM. 330,000 compounds, 0.33% hits;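 active = versus positive control, 20 µM dose yields 30% or more activation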;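 also: 100% = tunicamycin at 10 µg/mL and 0% = DMSO only wells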
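Material: CHO-XBP1 cells stably carrying IRE1-XBP1-driven luciferase reporter / Amount: 1000 cells per well / Compound: 20 µM, 1% DMSO / Times: 6 h treatment, 37 °C / Detection: luciferase luminescence / Measure: % activation of reporter signal versus tunicamycin and DMSO controls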
* marks the source's active call; other numbers are inactive results; x = not tested or not shown.

Keys: A = APJ antagonist; B = 697 NFkB inh; C = tim23-1 inh; D = Jurkat NFkB inh; E = Mdm2 MdmX PPI; F = APJ ag; G = CHOP UPR activ; H = UPR XBP1 act
> CC(C)n1c(SCC(=O)N2CCCC2)nc2c1c(=O)n(C)c(=O)n2C
  A: 13	B: -7	C: 9	D: -12	E: 4	F: 3	G: -0.7	H: 0
> COc1ccc(CCNC(=O)c2ccc(CNS(=O)(=O)c3cc(C)ccc3C)cc2)cc1OC
  A: -11	B: -30	C: 6	D: -17	E: 16	F: 1	G: -0.2	H: -3
> CCOc1ccc(C2C(C(=O)O)c3ccccc3C(=O)N2CCN2CCOCC2)cc1 (configuration not stated)
  A: -5	B: 17	C: 10	D: -4	E: 1	F: 1	G: -0.8	H: -2
> O=C(NCC(c1ccco1)N1CCc2ccccc21)C(=O)Nc1ccccc1F (configuration not stated)
  A: -13	B: 0	C: 3	D: -4	E: 22	F: 5	G: 1.8	H: -3
> O=C(NCCOc1ccccc1)c1ccccc1SCC(=O)N1CCCC1
  A: -11	B: 7	C: 2	D: -3	E: 11	F: -2	G: -0.3	H: 1
> COc1cc(C(=O)NCCc2cn3ccc(C)cc3n2)cc(OC)c1OC
  A: 6	B: 8	C: 15	D: 10	E: 1	F: -2	G: 1.2	H: 3
> CCOc1ccccc1OCCCC(=O)N1CCN(S(=O)(=O)c2cccc(F)c2)CC1
  A: 1	B: 3	C: 29	D: -7	E: 2	F: -2	G: 2.5	H: -1
> O=C(COc1cc(Cl)ccc1Cl)Nc1nnc(C2CC2)s1
  A: 3	B: -33	C: -2	D: -5	E: 14	F: 1	G: -1.3	H: -4
> CCN(C(=O)c1cc2cc(OC)ccc2oc1=O)c1ccccc1
  A: 15	B: -8	C: 14	D: -5	E: 9	F: 0	G: 6.9	H: 0
> Cc1ccc(Cn2nc(C)c(NC(=O)c3nn(C)cc3Cl)c2C)cc1
  A: -21	B: 11	C: 16	D: 4	E: 2	F: -1	G: 1.0	H: -2
> Cc1nnc(SCc2cc(=O)n3[nH]cnc3n2)s1
  A: 6	B: -12	C: 1	D: -9	E: -22	F: -1	G: -0.1	H: 0
> CCOC(=O)CSc1nc(N)nc(C)c1Br
  A: 10	B: -5	C: 17	D: -2	E: 21	F: 0	G: -1.8	H: -5
> Cc1cccc(S(=O)Cc2ccc(C(=O)N3CCN(C(=O)c4ccco4)CC3)o2)c1 (configuration not stated)
  A: -6	B: 17	C: -5	D: 7	E: 13	F: -3	G: 2.8	H: -7
> CCCCc1nc2ccccc2c(N)c1CCC (tested in a mixture with another compound)
  A: 2	B: -36	C: -6	D: 16	E: 13	F: -1	G: 1.1	H: -1
> CCn1c(SCC(=O)Nc2nnc(C)s2)nc2c(c1=O)SC(C)C2 (configuration not stated)
  A: 14	B: -1	C: -2	D: 16	E: 21	F: -1	G: -0.2	H: 2

7 of the compounds above, with tabs.
smiles	APJ antagonist	697 NFkB inh	tim23-1 inh	Jurkat NFkB inh	Mdm2 MdmX PPI	APJ ag	CHOP UPR activ	UPR XBP1 act
O=C(COc1cc(Cl)ccc1Cl)Nc1nnc(C2CC2)s1	3	-33	-2	-5	14	1	-1.3	-4
CCN(C(=O)c1cc2cc(OC)ccc2oc1=O)c1ccccc1	15	-8	14	-5	9	0	6.9	0
Cc1ccc(Cn2nc(C)c(NC(=O)c3nn(C)cc3Cl)c2C)cc1	-21	11	16	4	2	-1	1.0	-2
Cc1nnc(SCc2cc(=O)n3[nH]cnc3n2)s1	6	-12	1	-9	-22	-1	-0.1	0
CCOC(=O)CSc1nc(N)nc(C)c1Br	10	-5	17	-2	21	0	-1.8	-5
Cc1cccc(S(=O)Cc2ccc(C(=O)N3CCN(C(=O)c4ccco4)CC3)o2)c1 (configuration not stated)	-6	17	-5	7	13	-3	2.8	-7
CCCCc1nc2ccccc2c(N)c1CCC (tested in a mixture with another compound)	2	-36	-6	16	13	-1	1.1	-1

Continuation:
Keys: A = APJ antagonist; B = 697 NFkB inh; C = tim23-1 inh; D = Jurkat NFkB inh; E = Mdm2 MdmX PPI; F = APJ ag; G = CHOP UPR activ; H = UPR XBP1 act
> Cc1cc(N2CC(C(=O)NCc3cccs3)CC2=O)ccc1C(C)C (configuration not stated)
  A: 11	B: 15	C: -5	D: -3	E: 18	F: 2	G: 1.0	H: -2
> Cc1ccc(-c2ccc(S(=O)(=O)N3CCN(C)CC3)cc2)cc1
  A: -5	B: -35	C: 7	D: -5	E: -8	F: -2	G: -0.7	H: 4
> O=C(O)c1ccccc1NC(=O)C1C2C=CC(C2)C1C(=O)O (configuration not stated)
  A: 12	B: 4	C: 12	D: 5	E: 12	F: -1	G: -2.3	H: -4
> OCCCn1c(C2CCCN2c2nc(-c3ccc(F)cc3)cs2)nc2cc(C(F)(F)F)ccc21 (configuration not stated)
  A: 0	B: 1	C: 18	D: 0	E: 24	F: 6	G: 3.1	H: 4
> CC(=O)N1CCN(S(=O)(=O)c2cccc(C(=O)OCc3ccc(C(C)(C)C)cc3)c2)CC1
  A: -3	B: -9	C: 23	D: 15	E: -2	F: 17	G: 8.1	H: -4
> O=C(c1ccc2c(c1)OCCCO2)c1cccs1
  A: -2	B: -119	C: 24	D: -120	E: -66	F: -6	G: 4.5	H: 3
> COCCNC(=O)c1c[nH]c2cc(OC)c(OC)cc2c1=O
  A: 9	B: 16	C: -2	D: -2	E: 16	F: -3	G: 0.7	H: -2
> O=C(NCCCN1CCN(c2ccc(F)cc2)CC1)Nc1ccc([N+](=O)[O-])cc1
  A: -29	B: 17	C: -6	D: 11	E: 15	F: 0	G: -0.7	H: -2
> Cc1nc(NC(=S)NC(=O)COc2ccccc2Cl)ccc1Br
  A: -16	B: 4	C: 19	D: 0	E: 21	F: -3	G: -1.7	H: 0
> O=C(CSc1nnc(-c2ccc(F)cc2)n1CC1CCCO1)NCc1ccco1 (configuration not stated)
  A: 15	B: -20	C: -21	D: -6	E: 23	F: 3	G: -0.9	H: -3
> CCOC(=O)c1nc(C)sc1-c1ccnn1S(=O)(=O)c1ccccc1C(F)(F)F
  A: -2	B: -12	C: 11	D: -11	E: 17	F: 2	G: 2.5	H: 0
> Cc1nc(SCC(=O)N2CCC(Cc3ccccc3)CC2)[nH]c(=O)c1C
  A: 19	B: -17	C: -4	D: 2	E: 2	F: -4	G: -1.7	H: -1
> Cc1ccc(S(=O)(=O)N2C[C@@H]3[C@H]4CC[C@H](C4)[C@@H]3[C@@H](C)[C@H]2C#N)cc1
  A: x	B: 10	C: 91*	D: x	E: 17	F: x	G: 1.0	H: -1
> O=C(Cn1cnc2ccccc21)N/N=C/c1ccccc1[N+](=O)[O-]
  A: 7	B: -12	C: 6	D: -2	E: -1	F: -2	G: 2.8	H: -1
> CC1CCN(Cc2nnc(-c3cccc(Br)c3)o2)CC1
  A: 16	B: -21	C: 20	D: -16	E: -8	F: -6	G: 3.7	H: 4

Continuation:
Below each compound: APJ antagonist, 697 NFkB inh, tim23-1 inh, Jurkat NFkB inh, Mdm2 MdmX PPI, APJ ag, CHOP UPR activ, UPR XBP1 act
- CC(=O)Nc1ccc(C(=O)Nc2ccncc2)cc1
 : 6, 17, 8, 28, -3, -2, 0.0, -1
- COc1cccc(NC(=O)CN(C)S(=O)(=O)c2ccc3[nH]c(=O)oc3c2)c1
 : 13, 6, -18, 3, -6, -3, 0.0, -5
- COc1c(C)cc(C(=O)C2CCCN(C(=O)c3snnc3C)C2)cc1C (configuration not stated)
 : 13, 15, 10, -13, -12, -3, 2.0, -1
- Cc1cc(C)c2nc(N3CCCC(C(=O)NCCN4CCOCC4)C3)sc2c1 (configuration not stated)
 : -16, -116, 8, -16, -12, 1, 2.3, -1
- COc1ccc(/C=N/n2c(C)cc(C)cc2=O)cc1
 : 2, -32, -2, -26, 4, 0, 6.6, 10
- COc1ccc(OCC(=O)N/N=C/c2ccc(N(C)C)cc2)cc1
 : 8, 18, 8, 10, 12, 0, 1.2, -2
- COc1ccc(C(=O)N2CCC(C(=O)Nc3ccccc3C)CC2)cc1OC
 : 1, 8, -5, -1, 0, -3, 1.5, 3
- COc1ccc(NC(=O)CN(C)C(=O)c2c(C)nn(Cc3ccccc3)c2C)cc1
 : 20, 7, 1, -2, 5, 0, 1.5, -1
- CSc1ccccc1OCc1cc(C(=O)N(C)Cc2ccc3nsnc3c2)no1
 : 20, -116, 11, -114, -129, 1, 5.6, 8
- CC(NC(=O)Cc1ccc([N+](=O)[O-])cc1)c1ccc2c(c1)OCO2 (configuration not stated)
 : 5, 33, -7, 6, -2, -1, -0.6, 0
- CC(=O)Nc1ccc(C)c([N+](=O)[O-])c1
 : -9, 22, -5, 12, 7, -2, -1.1, -4
- S=c1nc(C2COc3ccccc3O2)[nH][nH]1 (configuration not stated)
 : -26, -5, 19, -16, -5, -1, 0.3, -1
- CC1CCN(C2(O)C(=O)Nc3ccc(Cl)cc32)CC1 (configuration not stated)
 : 4, 1, 24, -3, 20, -1, 0.9, -1
- Cc1ccc(C(=O)Nc2nc(=O)n(C(=O)c3ccccc3C)s2)cc1
 : 15, -5, 26, 7, -8, -4, -0.5, -1
- O=C(c1c(F)cccc1F)N1CCCC(c2nc(-c3cccs3)no2)C1 (configuration not stated)
 : 11, -37, 5, -23, -31, 0, 4.5, 0
- Cc1nc(SCC(=O)N2CCOCC2)c2ccsc2n1
 : 9, -2, -5, -14, 23, 2, 0.7, -2
- COc1ccc(NC(=O)/C=C/c2ccccc2)cn1
 : 8, -8, -17, -99, -71, -3, 8.5, 0
- CCC(C)N(CCNC(=O)CC1Oc2ccc(C)cc2NC1=O)C1CCCCC1 (configuration not stated)
 : 19, 8, 11, -2, 16, -4, 1.2, 0
- Cn1c(C(=O)O)c(CC(=O)Nc2ccccc2F)c2ccccc21
 : 17, 7, 23, -3, -3, 5, -1.3, -4
- CCc1ccc2c(c1)C(c1ccc([N+](=O)[O-])cc1)=NNC(c1ccccc1)=N2
 : -3, -1, 1, -9, 5, 1, 3.7, 13
- O=C(CN1CCOCC1)Nc1ncc(Cc2cccc3ccccc23)s1
 : -13, 2, 29, 4, 26, -1, -0.2, -1
- COc1ccc(C(=O)Sc2ccc(Cl)cc2)cc1OC
 : 17, 25, 26, 15, 28, -3, 87*, 14
- CC(=O)CC(=O)Nc1ccc(Nc2ccccc2)cc1
 : 2, -20, 18, -18, -4, -4, 2.4, 1
- Cc1cc(C)n(-c2ccc(C(=O)OCc3ccccc3)cc2)n1
 : 13, -16, 0, 5, 10, -4, 3.6, 0
- COC(=O)CSc1nnc(CCc2ccccc2)n1C
 : -20, -9, -9, -18, -9, -4, -0.4, -2
- Cc1nc2ccc(S(=O)(=O)Nc3cccc(-c4nc5cccnc5s4)c3C)cc2s1
 : -10, -29, 39, -4, 9, 7, -2.2, -1
- CCn1c(-c2cc(Br)cc(OC)c2O)nc2cc(S(=O)(=O)N(C)C)ccc21
 : 1, -29, 17, -6, -4, -2, 1.6, 2
- C/C(=N\NC(=O)c1cccc(F)c1)c1cccc(NC(=O)c2ccc(F)cc2)c1
 : -16, -1, 3, -3, -13, -2, 0.6, 2
- COc1ccccc1C(CNC(=O)C1CCN(C(=O)Nc2ccccc2)CC1)N1CCCC1 (configuration not stated)
 : 11, 3, 5, -2, -9, 0, 0.3, 1
- OC1CCN(c2c3c(nc4cc(-c5ccc(Cl)cc5)nn24)CCC3)CC1
 : -6, -14, 17, 1, 43, 7, -1.7, 3
- CCN1CCN(CCCNC(=O)c2ccccc2NC(=O)C2=C(C)OCCS2)CC1
 : 15, 13, -12, -5, 14, -2, 0.5, 1
- CCOc1ccc(N2C(=O)CN=C2Nc2ccccc2F)cc1
 : -5, -2, 1, -17, 3, 0, -3.5, -4
